# Compound activity as filed in PubChem BioAssay.
# CHRM1 agonist – agonists of human M1 muscarinic receptor. hit rate 0.33% among 360,000. activation, % at 3 µM. AID 588814. CHO-K1 hM1, Fluo-8 calcium fluorescence, agonist mode; 0% DMSO, 100% acetylcholine EC100. P11229;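 active = activation above the run's mean compound activation plus 3 SD, cut at about 16% in these data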;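 note: peak over basal fluorescence ratio within a 140 s kinetic read after compound addition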
# Target sequence (P11229 whole entry, looked up): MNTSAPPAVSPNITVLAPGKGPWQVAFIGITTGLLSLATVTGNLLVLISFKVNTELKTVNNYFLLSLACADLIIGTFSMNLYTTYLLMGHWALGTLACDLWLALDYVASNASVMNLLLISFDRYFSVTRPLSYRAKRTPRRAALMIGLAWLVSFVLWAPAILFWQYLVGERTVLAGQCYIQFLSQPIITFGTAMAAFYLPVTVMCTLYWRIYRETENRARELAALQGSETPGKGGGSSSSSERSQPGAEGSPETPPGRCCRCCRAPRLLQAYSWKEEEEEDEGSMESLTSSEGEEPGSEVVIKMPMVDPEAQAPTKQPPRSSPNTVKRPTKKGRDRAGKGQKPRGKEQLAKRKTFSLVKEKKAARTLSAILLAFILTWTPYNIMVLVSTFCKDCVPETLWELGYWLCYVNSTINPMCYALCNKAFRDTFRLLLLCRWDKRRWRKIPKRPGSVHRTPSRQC
# CHO parental Ca – counter-screen: ATP calcium response change in parental CHO cells; AID 463079; inhibition, % at 5.6 µM; hit rate 0.63% among 330,000; parental CHO-K1, ATP-induced calcium, Fluo-8 fluorescence;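 active = inhibition above that plate's mean sample inhibition plus 3 SD, cut at about 26% in these data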;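 note: 0% = ATP-challenged DMSO wells and 100% = DMSO wells without ATP; some compounds past the cut are filed as inactive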
#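 Material: Parental CHO cells | Reagent: ATP | Compound dosing: Single nominal dose of 5.6 µM per compound | Detection: Intracellular calcium via Fluo-8 no-wash fluorescent dye | Read-out: % inhibition of ATP-induced calcium mobilization | Benchmarks: Low control ATP plus DMSO, high control DMSO only | Replicates: Singlicate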
# M1 antag – antagonists of human M1 muscarinic receptor; AID 588852; inhibition, % at 3 µM; P11229; hit rate 1.3% among 360,000; CHO-K1 hM1, Fluo-8 calcium fluorescence, ACh EC80 antagonist;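 active = percent inhibition above its own plate's cutoff, namely the mean of that plate's compound wells plus 3 SD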;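 note: peak over basal fluorescence ratio during 140 s after agonist addition; 0% = ACh EC80 plus DMSO and 100% = DMSO alone without agonist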
# M1 ag parental – nonselective activator or artifact in parental CHO-K1 cells. Fluo-8 calcium fluorescence; scaled to maximal ATP response, vehicle zero. activation, % at 3 µM. hit rate 0.48% among 360,000; in the data active = activation above about 15%;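 note: untransfected CHO-K1 host cells lacking M1 receptor as counterscreen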
# TAAR1 antag – human TAAR1 antagonism. inhibition, % at 3 µM. AID 624466. Q96RJ0. hit rate 1.5% among 360,000. CHO RD-HGA16 TAAR1, Fluo-8 calcium fluorescence, antagonist;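 active = inhibition above a per-plate cutoff, the mean inhibition of test compounds on that plate plus 3 SD, cut at about 49% in these data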;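 note: 0% = DMSO plus EC80 beta-PEA response and 100% = DMSO alone without agonist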
#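 System: CHO RD-HGA16 cells bearing hTAAR1. Reagent: EC80 β-phenethylamine stimulus. Schedule: seeding 17-24 h prior, 75-min 37 °C, 30-min RT dye loading. Signal: Fluo-8 intracellular calcium dye fluorescence, real-time kinetic reads. Read-out: % inhibition from peak post-agonist over basal fluorescence ratio. Benchmarks: vehicle wells and EC80 agonist wells. Replicates: n of 1.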
# CHO-K1 Ca antag – counter-screen for M1 antagonists: effect in parental CHO-K1 cells; ATP-induced calcium, Fluo-8 fluorescence; inhibition, % at 3 µM; hit rate 0.6% among 360,000;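 active = inhibition above a per-plate cutoff, the plate's mean sample inhibition plus 3 SD, cut at about 24% in these data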;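 note: 0% = DMSO plus EC80 ATP and 100% = DMSO alone without ATP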
# TAAR1 ag – human TAAR1 agonism. activation, % at 3 µM. Q96RJ0. hit rate 0.99% among 360,000. CHO RD-HGA16 TAAR1, Fluo-8 calcium fluorescence; vehicle wells 0%, saturating PEA agonist 100%;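 active = activation above the mean activation of all test compounds in the run plus 3 SD, cut at about 38% in these data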
#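 Test system: RD-HGA16 (CHO) cells co-expressing Gα16 and hTAAR1 / Benchmarks: DMSO vehicle as 0%, PEA at EC100 as 100% / Repeats: no replicates (n 1) / Measure: % activation from peak over basal fluorescence ratio, DMSO-to-PEA scaled / Timing: 17-24 h plating, Fluo-8 75 min 37 °C, 30 min RT / Technique: kinetic Fluo-8 calcium fluorescence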
# OXTR potentiator – potentiates the human oxytocin receptor response. activation, % at 3 µM. CHO-OTR cells, Fluo-8 calcium fluorescence, potentiator mode; 0% = oxytocin EC15, 100% = EC100. hit rate 0.061% among 320,000. P30559. AID 2445;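 active = activation above that plate's cutoff, the mean activation of tested compounds plus 3 SD, cut at about 6.6% in these data, passing the limit was not always enough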;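 note: 100% uses oxytocin at 75 nM as the full agonist control; some results filed as inactive read as strong as hits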
# Target sequence (P30559 whole entry, looked up): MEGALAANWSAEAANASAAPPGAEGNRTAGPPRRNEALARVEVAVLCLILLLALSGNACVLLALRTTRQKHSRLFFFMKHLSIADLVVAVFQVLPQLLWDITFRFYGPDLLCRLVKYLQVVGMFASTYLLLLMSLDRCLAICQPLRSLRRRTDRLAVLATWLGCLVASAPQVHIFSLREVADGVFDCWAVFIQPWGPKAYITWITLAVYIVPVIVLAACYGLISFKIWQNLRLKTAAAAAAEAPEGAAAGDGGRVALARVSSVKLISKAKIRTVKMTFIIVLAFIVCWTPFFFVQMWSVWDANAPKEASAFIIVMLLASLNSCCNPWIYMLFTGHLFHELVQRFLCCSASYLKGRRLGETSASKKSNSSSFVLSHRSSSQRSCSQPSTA
#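 Assay system: CHO cell line stably expressing human OTR. Reagent: EC15 oxytocin agonist. Dosing: single dose, 3.0 µM nominal final compound concentration. Timing: compound 6 min at room temperature before oxytocin, 100 s read. Signal: kinetic Fluo-8 calcium fluorescence. Controls: oxytocin EC15 low and EC100 high.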
# M1 PAM parental – counter-screen for M1 PAMs: effect in parental CHO-K1 cells. hit rate 0.02% among 360,000. activation, % at 3 µM. ATP EC20, Fluo-8 calcium fluorescence; 0% at ATP EC20, 100% at ATP max;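 active = activation above the run cutoff, the mean activation of all test compounds plus 3 SD, cut at about 40% in these data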;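 note: peak over basal fluorescence ratio in a 140 s read after ATP addition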
# Active calls of the source: *; nt = not tested or not shown. No enrichment for hits, and some 4.2% of all compounds hit somewhere here.
SMILES,CHRM1 agonist,CHO parental Ca,M1 antag,M1 ag parental,TAAR1 antag,CHO-K1 Ca antag,TAAR1 ag,OXTR potentiator,M1 PAM parental
CCN(CC)C(=O)[C@H]1CC(CC(=O)NCC23CC4CC(CC(C4)C2)C3)C(=O)N2CCc3c([nH]c4ccccc34)[C@]12C (stereo partly drawn),0,-16,-12,0.1,-18,-7,3,7,17
CCC(CC)n1[nH]c(=O)cc1N,-2,-10,-23,0.3,-2,-19,16,-1,8
COc1ccc(F)cc1C(=O)C1CCCN(C(=O)Cc2c(C)noc2C)C1 (stereo not drawn),-2,-12,5,6.4,-14,-11,1,3,9
O=C(NC1CCCCCC1)C1C2C=CC3(CN(Cc4cccnc4)C(=O)C13)O2 (stereo not drawn),-2,0,-15,0.0,-4,3,1,2,-1
CCn1c(SCC(=O)Nc2cccc(C)c2)nc2c(c1=O)SC(C)C2 (stereo not drawn),-4,-8,-2,0.9,-14,35*,1,-1,-3
COCCNC(=O)CSc1n[nH]c(=O)n1CCc1ccccc1,-2,-12,-14,0.1,3,-3,2,-15,2
CCOc1cc(/C=N/O)cc(Br)c1OCC,-5,-2,0,-0.6,-13,14,4,-3,-5
O=C(Nc1cc(S(=O)(=O)N2CCCCC2)ccc1N1CCOCC1)c1ccc(F)cc1,-3,nt,1,1.1,-10,-4,4,nt,13
COc1ccc(S(=O)(=O)N2CCOCC2)cc1NC(=O)Cc1coc2cc(C)c(C)cc12,-3,-4,8,1.8,-8,-5,0,-8,-1
Cc1ccc(S(=O)(=O)/N=C(\CN2CCOCC2)N2CCOCC2)cc1,-4,-5,-1,-0.5,-13,21,1,4,-5
COc1ccc(Cn2nnnc2CN2CCN(c3ccc(OC)cc3)CC2)cc1,-6,-4,15,7.3,0,-3,5,-11,17
O=C(COC(=O)C1CCN(c2ccc(C(F)(F)F)cn2)CC1)c1ccccc1,-7,-9,-8,-0.3,9,7,5,-8,-6

# Some of the entries so far, with bars between the fields:
Molecule | CHRM1 agonist | CHO parental Ca | M1 antag | M1 ag parental | TAAR1 antag | CHO-K1 Ca antag | TAAR1 ag | OXTR potentiator | M1 PAM parental
CCOc1cc(/C=N/O)cc(Br)c1OCC | -5 | -2 | 0 | -0.6 | -13 | 14 | 4 | -3 | -5
O=C(Nc1cc(S(=O)(=O)N2CCCCC2)ccc1N1CCOCC1)c1ccc(F)cc1 | -3 | nt | 1 | 1.1 | -10 | -4 | 4 | nt | 13

# (listing goes on)
SMILES,CHRM1 agonist,CHO parental Ca,M1 antag,M1 ag parental,TAAR1 antag,CHO-K1 Ca antag,TAAR1 ag,OXTR potentiator,M1 PAM parental
CCCSc1cc(NCCOC(=O)CCC)c([N+](=O)[O-])c2nonc12,-7,-9,-10,1.3,-19,-6,0,0,17
CCN(CC)S(=O)(=O)c1ccc(-n2cnnn2)c(C)c1,-6,-2,-6,1.1,-8,-15,0,1,10
CCOc1ccc(S(=O)(=O)Nc2nc3ccc(OC)cc3s2)cc1,-2,-12,5,-0.4,-7,0,-2,-3,9
O=C(Nc1cccc(C(F)(F)F)c1)C1CC(=O)N(Cc2ccco2)C1 (stereo not drawn),0,nt,-9,0.5,-5,-20,0,nt,11
O=S(=O)(NCC1CCCO1)c1cccc(S(=O)(=O)N2CCCC2)c1 (stereo not drawn),-9,-10,-25,0.2,-12,-8,7,-6,3
NC(=O)CNc1ncc(C(F)(F)F)cc1Cl,-5,-15,-5,0.3,11,-13,6,-2,17
Cc1nnsc1C(=O)NC(C)C12CC3CC(CC(C3)C1)C2 (stereo not drawn),-6,-4,-21,-0.8,-18,-13,16,2,-2
CN(C)S(=O)(=O)c1ccc(NC(=O)Cn2nc(-c3ccc4c(c3)OCCO4)ccc2=O)cc1,-1,nt,-10,-0.8,-9,-11,4,nt,20
O=C(NC1CCCCC1)N1CCCC(c2nc(-c3cccs3)no2)C1 (stereo not drawn),-4,-18,-7,1.7,-19,-4,0,-2,12
Cc1ccccc1CN1CCNC(=O)C1CC(=O)NC1CCCCCCC1 (stereo not drawn),-5,-14,-4,0.9,-8,-4,2,-15,19
Cc1ccc(/C=N/NC(=O)c2nnn(-c3nonc3N)c2CNc2ccccc2)cc1,-4,-6,-8,5.7,8,1,0,-8,15
O=C(O)c1ccc(N2CCCCS2(=O)=O)cc1,-4,6,-5,0.1,-5,-1,5,-9,8
CCCc1c(C(=O)N/N=C/c2ccc3c(c2)OCO3)nnn1-c1nonc1N,-1,nt,7,0.3,11,-1,1,nt,-8
N#CC(C#N)=CC1=C2OC(c3ccccc3)=CC(c3ccccc3)=C2CCC1,-1,-8,-2,0.1,3,-19,10,5,-4
COc1cccc(NC(=O)CN(C)C(=O)CCNC(=O)c2ccccc2Cl)c1,-3,-11,0,0.1,-5,-1,1,4,8
C[C@]12CCC(=O)C=C1CCC1C2CC[C@@]2(C)C1CCC21OCCO1 (stereo partly drawn),-4,5,4,0.0,9,-16,-1,-5,12
O=C1NC(=O)C2(CCCCC2)N1,2,nt,-12,0.1,3,-6,0,nt,4
CN(C)CCNC(=S)Nc1cccc(Cl)c1,-7,-4,-6,0.7,-5,4,17,2,7
O=C(Nc1cccc(O)c1)C(=O)Nc1ccccn1,-1,3,1,2.8,8,-14,2,-5,23
COc1ccc2[nH]c(C)c(CCN3C(=O)C4C5C=CC(C5)C4C3=O)c2c1 (stereo not drawn),-1,-19,-14,1.4,-4,-6,0,-2,16
O=C(NC1CCCN(Cc2ccc(Cl)cc2)C1)c1cccc(N2CCCC2=O)c1 (stereo not drawn),-7,-21,-6,-0.2,-22,-6,2,3,0
Cc1c(Cc2ccc3c(c2)OCO3)sc(NC(=O)C(C)(C)C)c1C#N,-2,-7,-5,0.3,47,-7,0,-9,13
COc1ccc(N(CC(=O)N2CCCCCC2)S(=O)(=O)c2c(C)[nH]c(=O)[nH]c2=O)cc1,-3,-11,-11,1.2,-10,-4,0,-7,1
Cc1cc(C)cc(NC(=O)C2CCN(c3nccs3)CC2)c1,-4,-13,-7,-0.6,-5,18,0,-14,-6
O=C(CCNC(=O)c1ccc(Br)cc1)NCCCSc1ccccc1,-3,-22,-1,0.3,-37,-3,8,-5,13
O=C1C=CC(=Nc2ccc3c(c2)Cc2cc(F)ccc2-3)O1,-6,nt,-11,2.3,9,-10,5,nt,14
COc1ccc(NC(=S)N(CCCN2CCCCC2)Cc2cccs2)cc1,-9,-12,59*,0.4,-1,4,6,0,-4
Cc1ccc(S(=O)(=O)CCc2nnc(NC(=O)c3ccccn3)s2)cc1,-5,-13,-4,-0.2,nt,18,nt,-15,-12
O=C(Nc1ccccc1N1CCN(C(=O)c2ccc(Cl)cc2)CC1)c1ccc([N+](=O)[O-])o1,-3,-24,19,8.2,nt,-5,nt,-7,20
O=[n+]1c2c(n([O-])c3cc(Cl)ccc31)CCCC2,-5,-2,-9,0.2,7,0,5,0,-2
CCOP(=O)(C1=C(O)C(=O)C(C(C)(C)C)=CC1=O)c1ccccc1 (stereo not drawn),-3,nt,-8,0.2,-12,-8,6,nt,13
CCc1cccc2c(C(=O)COC(=O)/C=C/c3ccccc3OC)c[nH]c12,3,-14,-4,-0.1,-15,7,0,-10,-5
CC1Cc2c([nH]c3ccccc23)C2c3ccccc3CN12 (stereo not drawn),-5,-14,4,4.9,-22,1,6,-12,5
O=S(=O)(c1cccc(Br)c1)N1CCN(S(=O)(=O)c2ccc3c(c2)OCCO3)CC1,-4,4,-10,-0.1,-19,-13,4,-1,19
CC(C(=O)N(C)c1ccccc1)N1CCN(C(=O)c2ccccc2)CC1 (stereo not drawn),-2,1,-6,0.6,-11,-10,10,-18,10
CCOc1cc(C)c(S(=O)(=O)Nc2ccc3cn[nH]c3c2)cc1C,6,48*,32*,9.1,nt,23,nt,-11,-3
CCCn1c(=N)c(C(=O)NC2CCCC2)cc2c(=O)n3cccc(C)c3nc21,-5,-19,-15,0.4,1,-1,7,-13,19
Nc1ccccc1Nc1ccc([N+](=O)[O-])cc1[N+](=O)[O-],-13,-7,-10,0.4,4,-5,0,0,17
O=C(COc1ccc2ccc(=O)oc2c1)NCCc1c[nH]c2ccc(F)cc12,3,-9,11,11,36,2,10,-14,-6
COCCN(Cc1nc2ccccc2c(=O)[nH]1)C(=O)c1cccc(S(=O)(=O)N2CCCC2)c1,-6,-15,-8,0.4,16,-3,2,-4,0
O=C(CCNC(=O)c1ccc([N+](=O)[O-])cc1)Nc1cc(Cl)ccc1N1CCOCC1,-5,-14,-4,0.3,-2,1,8,-2,-16
O=C(CN1C(=O)C(c2ccc(F)cc2)=NC12CCCC2)Nc1ccc(F)cc1,3,27*,21,2.8,-16,36*,0,-5,-1
C[C@]12CCC(=O)C=C1C=C[C@@H]1[C@@H]2CC[C@@]2(C)[C@H]1CC[C@@]21CCC(=O)O1,-5,nt,-7,4.9,-10,-10,0,nt,9
CC1CCc2cc(F)ccc2N1C(=O)CSc1nnc2c(n1)[nH]c1ccccc12 (stereo not drawn),-2,-15,17,5.8,56*,1,13,-18,9
COC(=O)c1ccc(CNC(=O)C(NC(=O)c2ccco2)C(C)C)cc1 (stereo not drawn),-4,-11,-10,0.6,-7,7,15,-5,-13
Clc1ccc(-c2cccc3nccn23)cc1,-8,nt,-7,0.0,-13,-12,-1,nt,16
CCOc1ccc(NC(=O)C(C)SC(N)=O)cc1 (stereo not drawn),-7,-24,-7,0.9,-15,-21,18,-4,7
Cc1ccc(C(C(=O)NC(C)(C)C)N(Cc2cccs2)C(=O)c2csnn2)cc1 (stereo not drawn),-2,-23,-14,0.5,-4,2,3,-11,10
O=C(Nc1ccc(-c2ccc3nncn3n2)cc1)C1CCCC1,1,-8,-8,11,-2,9,0,-4,-13
O=c1onc(-c2ccccc2)n1Cc1ccc([N+](=O)[O-])cc1,-9,nt,-16,-0.2,-19,4,2,nt,4
CCN1CCN(C(=O)N2CCOCC2)CC1,-7,6,6,0.0,-10,-1,13,-1,-7
COc1ccc(-c2coc3cc(O[C@@H]4O[C@H](CO)[C@@H](O)[C@H](O)[C@H]4O)ccc3c2=O)cc1,-4,-1,2,0.2,-11,-11,12,1,-1
COc1ccnc(Oc2ccc3ccccc3c2)c1C#N,-8,-11,-3,3.2,-11,0,9,-7,9
Cc1nc2ccccc2nc1OCc1cccc(Cl)c1,-7,-15,8,1.1,-33,1,-2,1,15
COc1ccc(CN2C(=O)CCC2(C)c2nnnn2Cc2ccccc2)cc1 (stereo not drawn),nt,nt,nt,0.3,-25,8,1,nt,7
